GLP-1R inv ag: inverse agonists of human GLP-1 receptor. Potency, µM (highest dose often 38.3 µM), for inactives: top-dose activity change, negative = inhibition, hits mostly inhibitors. P43220. HEK293 GLP-1R CRE-luciferase, luminescence, 24 h; GLP-1R form is constitutively active. actives 1.6% (n = 410,000); further: potency means the concentration at half of the fitted maximal effect; on the % scale 0 is the no-effect control and ±100 the full control effect; nearly all actives have a fitted effect of over 55% in size
Target sequence (P43220 whole entry, looked up): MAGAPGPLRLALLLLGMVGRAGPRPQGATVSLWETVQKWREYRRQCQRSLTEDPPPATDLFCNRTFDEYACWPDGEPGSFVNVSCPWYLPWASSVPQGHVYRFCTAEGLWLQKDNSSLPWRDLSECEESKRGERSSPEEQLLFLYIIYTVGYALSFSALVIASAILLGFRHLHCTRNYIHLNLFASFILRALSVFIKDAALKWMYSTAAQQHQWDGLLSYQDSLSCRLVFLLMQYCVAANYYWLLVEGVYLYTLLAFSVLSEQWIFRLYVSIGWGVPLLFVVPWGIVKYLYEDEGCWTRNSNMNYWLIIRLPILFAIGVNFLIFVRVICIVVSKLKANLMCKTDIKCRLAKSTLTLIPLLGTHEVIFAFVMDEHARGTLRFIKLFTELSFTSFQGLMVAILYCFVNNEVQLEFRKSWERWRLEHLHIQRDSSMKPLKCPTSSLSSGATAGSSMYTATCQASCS
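HEK293 cells stably co-expressing constitutively active GLP-1R and a cAMP-responsive luciferase reporter were seeded in DMEM with 10% Nu serum, given compounds after 12 h, and incubated 24 h at 37 deg C. Luminescence was then read.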
HEK293 tox: cytotoxicity counter-screen for GLP-1 receptor inverse agonists. HEK293 cAMP-luciferase reporter cells, luminescence, 24 h. Potency, µM (top dose mostly 38.3 µM), inactives show top-dose activity change, negative = inhibition, most hits filed as inhibitors. actives 0.13% (n = 410,000);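 further: loss of luciferase light is scored as toxicity; potency means the concentration at half of the fitted maximal effect; on the % scale 0 is the no-effect control and ±100 the full control effect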
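MLSMR compounds, 24 hr on cells at 37 deg C/5% CO2; luminescence after luciferase reagent (12 min RT). Inhibition counted as the undesired cytotoxic outcome.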
DRD3 antagonist: D3 dopamine receptor (human) antagonism. P35462. D3R cells, DiscoveRx beta-arrestin luminescence, antagonist mode; hits give low values. max response, negative = inhibition, %. actives 2.5% (n = 360,000). AID 652054; in the data active means max response below about -50%; inconclusive means no clear call, values can overlap the other calls; further: on the % scale 0 is the no-effect control and ±100 the full control effect; mostly tested at two doses, the higher about 12 µM
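Cells plated overnight at 1500 cells/well, then exposed to library compounds with dopamine controls for 90 minutes at 37 degrees C. DiscoveRx reagent added for 30–60 minutes at room temperature; luminescence read, quantitative HTS format.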
IL2 activator: activates IL-2 in a cell-based reporter assay | IL-2 activation reporter assay, cell-based qHTS; stimulated with anti-CD3/CD4/CD28 beads; in transgenic mouse T cells | AID 652025 | actives 0.065% (n = 360,000) | activation, % (series mostly up to about 46 µM); in the data active means activation above about 50%; inconclusive means mostly about 30% to 49%; further: 0% is about no effect
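Unstimulated transgenic mouse T cells preincubated 60 min with compound, then stimulated with anti-CD3/anti-CD4-coated beads plus anti-CD28 for 18 h at 37 degrees C. IL-2 response read as EGFP and DsRed fluorescence by plate cytometry.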
DRD3 agonist: agonists of human D3 dopamine receptor; max activation, %; actives 0.58% (n = 410,000); D3R DiscoveRx beta-arrestin cells, luminescence, 90 min; AID 652048; P35462; in the data active means max activation above about 30%; further: 0% is about no effect; mostly tested at two doses, the higher about 12 µM
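Agonist-mode cell screen: cells plated at 1500/well and incubated overnight at 37 °C, then exposed to library compounds for 90 min at 37 °C. Detection reagent was added for 30–60 min at room temperature, and luminescence was read.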
PI5P4K alpha inh: inhibitors of human PI5P4K alpha; P48426; PI5P4Kalpha enzyme, ADP-Glo luminescence, 60 min; hits give low values; max response, %; actives 1.2% (n = 330,000); AID 652105; active means max response of -50% or lower; inconclusive means between -30% and -50%; inactive means -30% or higher; further: value at the top dose of about 77 µM; on the % scale 0 is the no-effect control and ±100 the full control effect
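PI5P4Kalpha ADP-Glo assay; 5 microM ATP final; 60 min RT reaction; HEPES pH 7.4/EGTA/CHAPS, 5% DMSO; controls lacking substrate or enzyme; luminescent end-point.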
GLP1R ag: GLP-1 receptor (human) agonism; HEK293 GLP-1R CRE-luciferase, luminescence, 4-6 h; cells express a hypersensitive GLP-1R form; P43220; AID 624172; actives 0.007% (n = 380,000); Potency, µM (series often up to 45.6 µM), for the others: at the top dose activation, usual class: activators; further: potency means the concentration at half of the fitted maximal effect; % of control where 0% means no effect
WRN helicase inh: blocks human WRN helicase. Q14191. AID 651768. Potency, µM (series often up to 114 µM), for inactives: top-dose activity change, negative = inhibition, actives largely listed as inhibitors. actives 0.46% (n = 360,000). WRN helicase unwinding, fluorescent forked duplex, kinetic; further: potency means the concentration at half of the fitted maximal effect; on the % scale 0 is the no-effect control and ±100 the full control effect; nearly all actives have a fitted effect of over 55% in size
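Kinetic fluorescence helicase assay: unwinding of a quenched forked DNA duplex (100 nM final) with 2 mM ATP final raises red fluorescence (525/598 nm). Compounds sat 15 min at room temperature with 20 nM WRN beforehand.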
PLK1 PBD inh: blocks phosphopeptide binding to human PLK1 polo-box domain. P53350. Plk1 PBD binding of FITC phosphopeptide, fluorescence polarization. Potency, µM, for inactives: max response, negative = inhibition, actives largely listed as inhibitors. actives 2.8% (n = 360,000); further: potency means the concentration at half of the fitted maximal effect; series mostly up to about 57 µM; on the % scale 0 is the no-effect control and ±100 the full control effect; nearly all actives have a fitted effect of over 65% in size
Target sequence (P53350 whole entry, looked up, the tested form may be a part): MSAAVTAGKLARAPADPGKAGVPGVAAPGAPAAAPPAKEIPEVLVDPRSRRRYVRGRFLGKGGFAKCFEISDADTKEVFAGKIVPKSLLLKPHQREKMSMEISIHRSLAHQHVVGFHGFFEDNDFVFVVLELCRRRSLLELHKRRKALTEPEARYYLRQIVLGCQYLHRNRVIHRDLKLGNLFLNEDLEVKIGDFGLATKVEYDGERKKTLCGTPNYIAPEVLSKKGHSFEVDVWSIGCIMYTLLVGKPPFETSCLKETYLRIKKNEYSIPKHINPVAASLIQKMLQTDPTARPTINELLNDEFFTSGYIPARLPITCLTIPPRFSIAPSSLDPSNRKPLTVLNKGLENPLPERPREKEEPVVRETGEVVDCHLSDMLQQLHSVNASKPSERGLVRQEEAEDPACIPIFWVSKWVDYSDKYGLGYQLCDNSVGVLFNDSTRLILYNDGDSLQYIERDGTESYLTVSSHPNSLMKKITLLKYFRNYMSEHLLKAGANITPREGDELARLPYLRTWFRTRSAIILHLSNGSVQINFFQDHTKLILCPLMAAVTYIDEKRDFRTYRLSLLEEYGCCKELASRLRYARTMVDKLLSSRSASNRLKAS
* = called active by the depositor; ? = inconclusive; · = not tested or not shown; [ ] = dose if it differs, or a comment. Unless noted, the call rests on the fitted dose curve; in most records, active means well fitted curve in the direction sought with a large enough effect; inconclusive means small, poorly fitted or top-dose-only effect, or another doubt; inactive means no such curve, though single readings can be large; an effect the other way counts as inactive or inconclusive.

SMILES	GLP-1R inv ag	HEK293 tox	DRD3 antagonist	IL2 activator	DRD3 agonist	PI5P4K alpha inh	GLP1R ag	WRN helicase inh	PLK1 PBD inh
CC(=O)N=C1SC2CS(=O)(=O)CC2N1Cc1ccc(C)cc1 (stereo unspecified)	-19%	-1%	11	0.3	1	1	8%	11%	-18%
O=C(NCc1nc2ccccc2[nH]1)c1ccc(S(=O)(=O)N2CCCC2)cc1	18%	3%	1	-2.8	4	-1	4%	4%	-4%
CN1CCN(NC(=O)Nc2cccc(F)c2)CC1	1%	-12%	-19	-3.2	5	-1	4%	-1%	-11%
CCOC(=O)Cc1cc(=O)n2[nH]c(-c3ccccc3)c(-c3ccccc3)c2n1	13%	2%	-4	-0.7	-2	-50*	-1%	?	-28%
Fc1cccc(NC(=S)NCCCN2CCOCC2)c1	3%	0%	0	-0.3	-10	5	-3%	-2%	-9%
COc1ccccc1N1C(=N)S/C(=C\c2ccc(-c3ccccc3C(=O)O)o2)C1=O	16%	-16%	-3	-0.8	-7	?	-1%	28µM*	-14%
CCOc1ccc(Br)cc1S(=O)(=O)Nc1ccc(C(=O)OC(C)C(=O)N(C)c2ccccc2)cc1 (stereo unspecified)	?	-18%	4	0.7	2	-1	-1%	-18%	3%
Cc1ccc(NC(=S)N(CCCN2CCCC(C)C2)Cc2ccco2)cc1C (stereo unspecified)	?	?	-92*	-4.2	-23	1	-3%	1%	-12%
O=C(/C=C/c1cccc([N+](=O)[O-])c1)OCC(=O)N1CCN(C(=O)c2ccco2)CC1	10%	-11%	-28	-0.2	1	-6	0%	1%	2%
O=C(CSc1cccc(C(F)(F)F)c1)NCc1ccccc1	?	7%	13	-0.6	2	2	7%	0%	-4%
Cc1ccc2c(C(=O)CN3CCN(C(=O)c4ccco4)CC3)c(C)[nH]c2c1	0%	19%	7	-5.4	-3	4	1%	1%	-7%
Cc1c(C(=O)Nc2ccc(Cl)cn2)oc2ccccc12	1%	19%	-20	-3.2	-5	4	0%	7%	-11%
O=C(CSc1nnc(SCc2ccc(Cl)cc2)s1)N/N=C/c1ccc(Cl)cc1Cl	11%	0%	-9	-3.9	0	-1	19%	12%	-10%
Cc1cc(C)n(-c2ccc(S(N)(=O)=O)cc2[N+](=O)[O-])n1	1%	-6%	0	1.9	5	0	-2%	0%[57.1 µM]	-2%
CCC(C(=O)NCc1ccc(C)cc1)c1ccccc1 (stereo unspecified)	-17%	3%	9	-0.6	-3	-2	3%	7%	0%
C=CCNCCOc1ccc(C)cc1[N+](=O)[O-]	-8%	-7%	-72*	0.9	-13	-2	-4%	-2%	-8%
CC(C)CCN1C(=O)c2ccc(-c3nc4ccccc4c(=O)o3)cc2C1=O	4%	3%	23	-0.9	-5	·	-3%	-5%	-3%
CC(Sc1ncccn1)C(=O)Nc1ccc2c(c1)OCO2 (stereo unspecified)	-1%	-22%	13	-3.5	-2	-26	2%	1%	-10%
Cc1cccc(CC2S/C(=N/N=C/c3ccco3)N(c3ccccc3)C2=O)c1 (stereo unspecified)	-37%	?	40	-0.1	3	-14	0%	-8%	-18%
COc1ccc(OC)c(CCNC(=O)CS(=O)(=O)Cc2nc(-c3ccc(C)cc3)oc2C)c1	0%	-3%	28	0.3	0	·	-1%	8%	-1%
C=CCN(c1ccccc1)S(=O)(=O)c1ccc2c(c1)N(C(C)=O)CCO2	-20%	7%	-19	-1.8	4	6	5%	4%	-29%
CC(=O)Nc1ccc(C(=O)N2CCCCC2c2cc(C(=O)NCc3ccccc3)no2)cc1 (stereo unspecified)	17%	5%	6	0.1	3	0	-1%	-6%	2%
Cn1nccc1C(=O)Nc1cc(Cl)ccc1Cl	13%	8%	-7	-0.7	-2	3	3%	-14%	-12%
COc1ccc(C2(c3ccc(OC)cc3)NC(=O)N(CC(=O)NC3CCCC3)C2=O)cc1	-22%	5%	-1	4.9	5	5	-6%	-3%	1%
Cc1sc2nc(-c3ccc(Br)cc3)oc(=O)c2c1C	1%	21%	-12	-0.1	-12	-4	-9%	-30%	-5%
COc1ccc(C2(C)NC(=O)N(Cc3cc(Cl)cc4c3OCOC4)C2=O)cc1OC (stereo unspecified)	65%[activator]	-16%	-5	0.2	1	3	10%	-1%	-8%
O=C(O)CN=C(NS(=O)(=O)c1ccc(Cl)cc1)c1ccc(F)cc1	-5%	-2%	-8	0.1	-5	-11	-4%	7%	-15%
COc1ccc(CC(=O)Oc2ccc(F)cc2)cc1	5%	11%	1	0.9	1	0	-4%	-4%	0%
CC(C)CCNC(=O)c1cc(S(=O)(=O)N2CCc3ccccc32)cn1C	8%	2%	4	-1.1	5	-1	-4%	0%	1%
Cc1cnc(C(=O)OCc2ccc(Br)cc2)cn1	46%[activator]	-4%	6	-2.4	1	5	10%	6%	-9%
Cc1ccc(-c2cc(C(=O)N/N=C/c3c(C)nn(-c4ccccc4)c3C)n[nH]2)s1	?	?	9	0.2	-4	-23	0%	7%	-9%
CC(C)=NNc1nc2c(c(=O)[nH]c(=O)n2C)n1CCc1ccccc1	-1%	-16%	0	1.6	-12	-25	12%	-10%	-14%
CCOc1cc(/C=N/O)cc(Br)c1OCC(=O)NCc1ccccc1	?	-1%	12	-3.6	-6	3	29%	-11%	-5%
COc1ccccc1CNC(=O)C1CCC(=O)N1C(C)C (stereo unspecified)	4%	-8%	19	0.7	3	-4	3%	13%	-6%
CC1c2ccccc2-c2ccccc2N1C (stereo unspecified)	18%	4%	-7	0.8	4	-5	13%	1%	3%
O=C(O)c1sccc1Oc1ccc(NS(=O)(=O)c2ccc(Cl)cc2)cc1	10%	-1%	17	0.4	2	-6	-6%	-1%	-17%
O=C(NCc1ccco1)Nc1ccc(Br)cc1Cl	0%	-10%	-15	-1.4	6	·	-7%	1%	0%
CC(=O)Nc1ccc(N2S(=O)(=O)c3ccccc3S2(=O)=O)cc1	81%[activator]	-7%	0	1.2	3	1	3%	-2%	-2%
COC(=O)c1cnc(NC(=O)C2(C)CCN2C(=O)C(C)C)s1 (stereo unspecified)	22%	12%	0	0.7	3	-1	-7%	-1%	-1%
COc1ccc(/C=N/NC(=O)c2csc(-n3nc(C)cc3C(F)(F)F)n2)cc1	0%	-4%	-4	-1.2	3	0	-8%	2%	-2%
CCn1c(=O)c2cc(C(=O)N(C)CC(OC)OC)sc2c2ccccc21	-19%	3%	10	-0.2	4	-4	4%	-5%	-15%
CC(C)[C@H](NC(=O)N1CC(=O)Nc2ccccc21)C(=O)N[C@@H](Cc1c[nH]c2ccccc12)C(=O)O	-2%	9%	-9	-0.6	-15	3	-5%	-7%	-11%
CCOc1ccc(-c2nc(C#N)c(NCC(C)C)o2)cc1	-1%	8%	43	-1.8	-1	0	24%	-5%	-7%
COc1cccc(NC(=O)CCS(=O)(=O)c2cc3c(cc2Cl)NC(=O)CO3)c1	2%	-5%	23	-1.2	4	-4	-5%	2%	-17%
CCSc1nnc(NC(=O)C(C(F)(F)F)C(F)(F)F)s1	-2%	-8%	-19	-4.0	2	·	-12%	-15%	13µM*
CCCN1CNC(=S)N(c2ccc(C(=O)OCC)cc2)C1	2%	-13%	-5	-2.2	1	-12	4%	-4%	-2%
O=C(NCc1cccc(C(F)(F)F)c1)c1cccc(S(=O)(=O)NCc2ccccc2)c1	?	-27%	-3	-0.2	-2	13	-6%	-5%	0%
CSc1ccc(CCNC(=O)CCc2nnc3ccc(N4CCC5(CC4)OCCO5)nn23)cc1	6%	6%	-11	-3.2	-6	1	2%	3%	-10%

One compound at a time (already shown). Order of values: GLP-1R inv ag, HEK293 tox, DRD3 antagonist, IL2 activator, DRD3 agonist, PI5P4K alpha inh, GLP1R ag, WRN helicase inh, PLK1 PBD inh
CSc1ccc(CCNC(=O)CCc2nnc3ccc(N4CCC5(CC4)OCCO5)nn23)cc1 as listed: 6%, 6%, -11, -3.2, -6, 1, 2%, 3%, -10%
CC(=O)Nc1ccc(N2S(=O)(=O)c3ccccc3S2(=O)=O)cc1 as listed: 81%[activator], -7%, 0, 1.2, 3, 1, 3%, -2%, -2%
CC(C)[C@H](NC(=O)N1CC(=O)Nc2ccccc21)C(=O)N[C@@H](Cc1c[nH]c2ccccc12)C(=O)O as listed: -2%, 9%, -9, -0.6, -15, 3, -5%, -7%, -11%
CCCN1CNC(=S)N(c2ccc(C(=O)OCC)cc2)C1 as listed: 2%, -13%, -5, -2.2, 1, -12, 4%, -4%, -2%

Continuation:
SMILES	GLP-1R inv ag	HEK293 tox	DRD3 antagonist	IL2 activator	DRD3 agonist	PI5P4K alpha inh	GLP1R ag	WRN helicase inh	PLK1 PBD inh
Cc1cccc2nc(C(=O)Nc3cc(Cl)ccc3-n3cncn3)cn12	13%	3%	-11	0.0	-4	-1	1%	14%	-13%
CC1=C(C(=O)Nc2ccccc2)C(c2ccccn2)n2nc(SCc3ccccc3Cl)nc2N1 (stereo unspecified)	3%	7%	·	·	-13	·	-4%	·	·
CC(=O)c1ccc(NC(=O)N2CCN(c3cccc(Cl)c3)CC2)cc1	?	-16%	29	-0.6	1	·	-9%	-6%	1%
O=C1C=CC2=C3c4cc(O)c(O)cc4CC3(O)COC2=C1O (stereo unspecified)	-3%	-28%	-15	-0.2	29	-90*	-3%	4.5µM*	27µM*
CCC(C)(C(=O)NC1CCCC1)N(C(=O)c1ccccn1)c1ccccc1 (stereo unspecified)	5%	8%	-7	-1.0	-4	-3	-4%	-1%	-9%
CCOC(=O)N1CCN(c2c(NCCCN3CCCCCC3)c(=O)c2=O)CC1	6%	-7%	5	-1.6	4	8	11%	-3%	-4%
CC1CCCN(C(=O)c2ccc3c(c2NCCO)C(=O)c2ccccc2C3=O)C1 (stereo unspecified)	-10%	?	-9	-3.8	-6	1	7%	-35%	-8%
CC1CCCc2sc3nc(N4CCN(CCO)CC4)n4ncnc4c3c21 (stereo unspecified)	0%	?	-56*	0.0	-6	·	?	-5%	-1%

Source: PubChem BioAssay (National Center for Advancing Translational Sciences (NCATS))
